# miR-122 sensor = miR-122 Renilla sensor signal increase in Huh7, primary screen, miR-122 inhibitor project, cell-based, single point, plate reader. Huh7 miR-122 Renilla luciferase sensor, 48 h; neutral wells = 0, positive control = 100. AID 602342, 2012. activation (reporter increase), % at 12.5 µM. actives 0.3% (n = 340,000);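 active = mean replicate activation score at least 90 and every replicate individually at or above 90; inconclusive = only one of the two criteria met; inactive = neither criterion met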;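 note: higher luciferase means less miR-122 activity so hits act as miR-122 inhibitors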
# ERAP1 HTS inh = human ERAP1 aminopeptidase inhibitors, primary screen, biochemical, single point, plate reader. Endoplasmic reticulum aminopeptidase 1 (Homo sapiens), Q9NZ08. recombinant ERAP1, Leu-AMC fluorescence, 60 min. inhibition, % at 10.7 µM. actives 0.15% (n = 340,000). AID 652197, 2013;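 active = mean replicate inhibition of at least 30%, or all replicates individually reaching that 30% level; inactive = mean below 30% and not every replicate reaching it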;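 note: 0% = neutral control wells and 100% = L-leucinethiol positive control wells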
# Casp6 inh = human caspase-6 inhibitors, primary screen, biochemical, VEID-R110 fluorescence, single point, set 2; P55212; purified caspase-6, Z-VEID-R110 cleavage fluorescence; actives 0.53% (n = 350,000); AID 686996, 2013; inhibition, % at 12.5 µM;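 active = mean inhibition across replicates at least about 35%, with every replicate also reaching that limit, limit read from the data; inconclusive = only one of the two criteria met; inactive = neither criterion met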;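 note: 0% = median of neutral control wells and 100% = no fluorescence left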
# Target sequence (P55212 24-179 limits assumed): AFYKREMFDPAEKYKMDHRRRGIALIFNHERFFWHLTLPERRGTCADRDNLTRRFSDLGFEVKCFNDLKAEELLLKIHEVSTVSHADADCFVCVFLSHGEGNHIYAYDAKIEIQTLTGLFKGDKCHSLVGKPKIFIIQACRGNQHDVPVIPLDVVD
# Target sequence (P55212 194-293 limits assumed): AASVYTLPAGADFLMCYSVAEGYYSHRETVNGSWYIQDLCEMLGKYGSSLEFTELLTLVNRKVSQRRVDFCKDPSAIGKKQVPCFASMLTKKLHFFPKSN
# CFTR F508del cor = F508del CFTR correction, initial screen, CFBE line, single point; actives 0.36% (n = 350,000); CFBE cells, YFP halide quenching; stimulated with forskolin plus potentiator P3; % fluorescence drop versus neutral controls; activity (quench increase), % at 7.58 µM;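 active = mean added fluorescence quench of at least 8% versus neutral control, with both replicates also reaching 8%; inconclusive = only one of the mean or replicate conditions met; inactive = mean below 8% and not both replicates reaching 8%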;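 note: cells transiently co-express mutant CFTR-F508del with the halide-sensitive YFP; corrector assay measuring rescue of mutant channel to the surface after 24 h compound exposure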
# SIRT5 inh = SIRT5 desuccinylase inhibitors, primary screen, biochemical, fluorescence imaging, single point, set 5 | Purified SirT5, succinyl-peptide AMC, trypsin-coupled fluorescence | inhibition, % at 15 µM | actives 1.1% (n = 330,000); in the data active = inhibition above about 15%; inconclusive = no clear call, values can overlap the other calls
# Target sequence (Q9NXA8 whole entry, looked up): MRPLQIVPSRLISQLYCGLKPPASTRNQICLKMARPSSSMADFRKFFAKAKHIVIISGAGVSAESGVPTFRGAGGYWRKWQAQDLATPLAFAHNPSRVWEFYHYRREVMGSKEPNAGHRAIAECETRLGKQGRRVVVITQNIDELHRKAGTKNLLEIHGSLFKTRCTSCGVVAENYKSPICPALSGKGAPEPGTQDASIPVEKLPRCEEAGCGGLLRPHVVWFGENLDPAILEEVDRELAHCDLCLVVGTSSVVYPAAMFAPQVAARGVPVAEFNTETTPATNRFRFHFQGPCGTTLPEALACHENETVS
# ERp5 block = inhibitors of ERp5-driven insulin aggregation, primary screen, biochemical, turbidity, absorbance 650 nm, single point | inhibition, % at 9.99 µM | 90 min | actives 0.05% (n = 350,000) | AID 651711, 2012 | Protein disulfide-isomerase A6 (Homo sapiens), Q15084;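 active = mean replicate inhibition above about 25%, with every replicate also reaching it, limit read from the data, passing the limit was not always enough; inconclusive = only one of those two criteria met; inactive = neither criterion met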
# Target sequence (Q15084 whole entry, looked up): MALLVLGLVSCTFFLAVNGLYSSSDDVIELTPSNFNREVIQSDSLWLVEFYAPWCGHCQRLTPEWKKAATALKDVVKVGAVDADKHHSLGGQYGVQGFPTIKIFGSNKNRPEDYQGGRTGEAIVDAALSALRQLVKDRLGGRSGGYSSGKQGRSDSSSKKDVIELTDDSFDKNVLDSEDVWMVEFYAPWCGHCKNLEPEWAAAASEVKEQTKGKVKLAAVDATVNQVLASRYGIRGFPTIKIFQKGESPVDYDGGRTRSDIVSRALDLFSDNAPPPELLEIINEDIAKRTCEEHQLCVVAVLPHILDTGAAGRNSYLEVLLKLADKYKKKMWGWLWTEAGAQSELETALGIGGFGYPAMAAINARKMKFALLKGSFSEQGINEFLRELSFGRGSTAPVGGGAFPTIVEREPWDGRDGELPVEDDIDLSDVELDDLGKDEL
# DENV2 CPE rescue = inhibitors of DENV2 cytopathic effect, primary screen, cell-based, plate reader, single concentration; DENV2-infected cells, cytopathic effect rescue; CPE inhibition, % at 9.99 µM; actives 1.7% (n = 350,000); AID 651640, 2012; in the data active = CPE inhibition above about 20%, passing the limit was not always enough; inconclusive = no clear call, values can overlap the other calls; tested in BHK-21 cells;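 note: 0% = median of neutral control wells and 100% = median of positive control wells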
# The depositor's hits bear a star; ? = inconclusive; . = not tested or not shown; & = joins results of further samples; [ ] = remark or other dose.
SMILES,miR-122 sensor,ERAP1 HTS inh,Casp6 inh,CFTR F508del cor,SIRT5 inh,ERp5 block,DENV2 CPE rescue
CN1c2ccc(-c3ccc(F)cc3)cc2[C@H]2[C@H](CCN2C(=O)Nc2ccc(F)cc2)[C@H]1CO,-3.7[16.7 µM],.,.,-2.6,.,.,-16.3
O=C(C[C@H]1CC[C@@H]2[C@H](COC[C@H](O)CN2CCC(F)(F)F)O1)NCC1CCCCC1,12.2[16.7 µM],.,.,-1.9,.,.,1.4
O=C(NCCc1c[nH]c2ccccc12)/C(=C/c1ccco1)NC(=O)c1ccco1,.,-2.7,-0.8,-1.0,6.5,-1.5,-4.8
Clc1c(-c2ccccc2)nc2ccccn12,7.9,1.1,-0.4,2.4,-2.0,1.9,12.6
Cc1c(Cl)cccc1NC(=O)N1CCCN(c2nc(-c3ccccc3)ns2)CC1,-10.7,.,14.2,4.1,0.8,5.2,-4.5
C[C@@H]1CCCCO[C@H](CN(C)S(=O)(=O)c2ccc(Cl)cc2)[C@H](C)CN([C@@H](C)CO)C(=O)c2cc(NC(=O)Nc3ccc4c(c3)OCO4)ccc2O1,4.2[16.7 µM],-1.4,-1.4,-3.7,1.0,-1.9,34.3*
Cc1ccc(SCCNC(=O)c2ccc(CN3CCOCC3)cc2)cc1,2.4,-4.7,-8.5,1.4,2.0,3.3,-1.0
CCc1ccc(N(CC(=O)NC(C)(C)CC)C(=O)CCC(=O)Nc2nccs2)cc1,3.7,0.0,4.4,4.0,1.7,1.3,0.2
O=C(CCS(=O)(=O)c1ccccc1)Nc1cccc(-c2nc3ccccc3s2)c1,19.9,-0.1,-0.4,-8.6,0.7,-9.5,-2.8
COc1ccc(NC(=O)CN2CCN(c3ccccn3)CC2)cc1Cl,6.0,-1.1,.,-0.6,29.2*,-1.9,-5.5
CCN1C[C@@H]2[C@@H]3C(=O)N(Cc4ccccc4)C(=O)[C@@H]3[C@](Cc3ccccc3)(C1=O)N2C(=O)c1ccc(Cl)c(Cl)c1,0.3,3.4,-3.9,-1.6,-1.3,-2.2,-11.8
Cc1cccc(N=O)n1,.,-3.7,4.7,0.9,.,-2.7,-0.5
O=C(NNC(=O)c1cccc2ccccc12)c1ccccc1O,14.4,-5.3,-4.0,2.0,1.9,-18.0,-3.9
O=C(OCc1c(F)cccc1Cl)c1cccnc1Cl,-1.8,-4.1,-2.0,-2.1,.,-4.2,4.7
O=C(Oc1ccc[nH]c1=O)c1ccc(F)cc1,.,-3.1,3.5,-1.6,-5.9,4.3,1.9
Cc1cc(NS(=O)(=O)c2ccc(NC(=O)/C=C/c3ccc(Br)cc3)cc2)no1,6.5,0.1,4.7,1.0,0.3,-2.9,-1.8
CCCNC(=O)c1cc(C2CCCCN2C(=O)c2ccc(OC)cc2)on1 (stereo not drawn),3.5,-1.9,0.2,-1.6,.,-5.3,-2.8
CCn1c(COc2cccc3ccccc23)nnc1SCC(=O)OC1CCCCC1,-0.7,0.1,.,4.0,0.0,0.6,4.5
CC1=NN(c2ccc(C(=O)O)c(N)c2)C(=O)C1,.,3.7,26.1,0.5,22.5*,2.8,7.8
CCOc1ccc(CCN2C(=S)N([C@@H](Cc3ccc(O)cc3)CN3CCC[C@@H]3CN3C(=S)NC[C@@H]3Cc3ccccc3)C[C@@H]2Cc2ccc(O)cc2)cc1,-10.4,.,-0.5,1.0,.,0.0,-3.4
CCn1cc(/C=C(\NC(=O)c2ccc(OC)c(OC)c2)C(=O)N2CCN(C)CC2)c2ccccc21,3.5,-3.3,1.3,2.1,5.7,4.0,1.2
CN1C/C(=C/c2cccnc2)C(=O)/C(=C/c2cccnc2)C1,.,1.3,-10.7,.,.,-0.3,?
CCOC(=O)C1=C(C)NC(=S)NC1C (stereo not drawn),3.0,0.3,-0.4,-1.3,2.5,-3.9,-3.1
COc1ccc(-c2ccc([C@H]3[C@H](CO)N4C(=O)CN(C(=O)C5CC5)C[C@@H]34)cc2)cc1,.,-4.8,5.0,3.7,2.2,0.0,0.5
O=C(NCCc1ccccc1)C1CCN(S(=O)(=O)N2CCCCCC2)CC1,-0.1,18.5,-4.6,1.1,-25.6,0.8,-8.7
C[C@H]1CCCCO[C@H](CN(C)S(=O)(=O)c2cn(C)cn2)[C@@H](C)CN([C@@H](C)CO)C(=O)c2cc(NS(=O)(=O)c3ccc(F)cc3)ccc2O1,-1.0[16.7 µM],-0.2,3.9,-3.2,6.4,-8.8,2.0
CN1CCN(C(=O)C[C@H]2C=C[C@@H](NC(=O)c3ccc4c(c3)OCO4)[C@H](CO)O2)CC1,.,-1.3,0.7,0.2,4.5,3.1,-5.1
CCOc1ccc(S(=O)(=O)Nc2ccc(C(=O)N3CC(C)OC(C)C3)cc2)cc1 (stereo not drawn),7.2,-0.3,0.7,-0.9,-1.2,-2.2,3.5
CC(C)CNC(CC(=O)O)c1ccccc1 (stereo not drawn),.,3.6,-1.6,1.7,-0.9,2.1,13.5
O=C(NCC(c1ccco1)N1CCOCC1)c1c(F)cccc1F (stereo not drawn),-2.2,1.3,-1.4,1.1,17.1*,-5.4,-5.2
O=S(=O)(NCC1CC1)c1cc(Cl)cc(Cl)c1,.,4.3,0.9,0.4,2.3,4.3,-3.7
CCCC(=O)Nc1ccc2c(c1)OC[C@H](C)N(Cc1ccc(F)cc1)C[C@H](C)[C@@H](OC)CN(C)C2=O,.,.,.,-2.9,3.2,6.8,9.8
NC(=O)C1(N2CCCCC2)CCN(C(=S)NCCc2ccccc2)CC1,.,2.1,-2.2,2.0,-4.4,7.0,-7.1
CCc1[nH]nc(C(=O)N2CCCC(Nc3ccc(C(C)C)cc3)C2)c1C (stereo not drawn),-4.2,2.2,2.0,2.9,-2.3,9.9,-3.9
C[C@@H]1CN([C@@H](C)CO)C(=O)c2cc(-c3cccnc3)cnc2O[C@@H]1CN(C)C(=O)c1ccccc1F,-1.9[16.7 µM],1.3,-1.8,-1.1,0.0,-7.9,45.9*
C[C@@H]1CN([C@@H](C)CO)C(=O)CCCn2nncc2CO[C@H]1CN(C)Cc1ccc(O)cc1,-1.9&-2.1[16.7 µM],-0.9&-4.2,-2.7&-8.6,-4.3&2.0&-1.4,-3.8&-6.1,1.0&1.3,-0.9&0.7
C[C@H](CO)N1C[C@H](C)[C@@H](CN(C)C(=O)C2CCC2)Oc2ncc(C3=CCCC3)cc2C1=O,14.3[16.7 µM],-1.3,1.3,2.9,-0.4,7.6,3.2
O=C(c1coc(=O)c(Br)c1)N1CCC(C(O)(c2ccccc2)c2ccccc2)CC1,.,-4.8,-0.5,0.1,-5.7,-2.0,4.4
Cc1ccccc1NC(=O)CSc1nc2ccccc2c2nc(CCn3cncc3C)nn12,-6.5,3.1,-0.2,3.4,.,-3.0,4.7
NC(=O)NCC#Cc1ccc2c(c1)[C@]1(C(=O)N2)[C@H](C(=O)O)[C@H]2C(=O)O[C@H](c3ccccc3)[C@H](c3ccccc3)N2[C@@H]1c1ccccc1OCCO,.,5.4,-2.3,2.3,.,0.9,10.6
CS(=O)(=O)c1ccc(N)c(SSc2cc(S(C)(=O)=O)ccc2N)c1,0.8,38.9*,0.9,3.8,.,-6.5,2.7
Cc1ccccc1CO/N=C/c1[nH]ncc1Br,-1.1,.,-0.7,-0.7,-8.7,4.4,?
CC(CNC(=O)c1ccccc1Cl)c1ccccc1 (stereo not drawn),-4.3,0.0,-0.1,-1.7,-5.1,0.0,-4.8
C/C=C/c1ccc([C@H]2[C@@H](CO)N(C(=O)C3CC3)[C@@H]2CNC(=O)CN(C)C)cc1,.,-1.4,1.7,-0.7,2.1,1.1,-3.0
Cn1c(CNC(=O)c2ccccc2F)cc2ccccc21,13.7,-0.5,-0.5,-0.7,.,4.2,1.5

# Given with each value named: three of the compounds above.
CC(CNC(=O)c1ccccc1Cl)c1ccccc1 (stereo not drawn)
  miR-122 sensor: -4.3; ERAP1 HTS inh: 0.0; Casp6 inh: -0.1; CFTR F508del cor: -1.7; SIRT5 inh: -5.1; ERp5 block: 0.0; DENV2 CPE rescue: -4.8
O=C(c1coc(=O)c(Br)c1)N1CCC(C(O)(c2ccccc2)c2ccccc2)CC1
  miR-122 sensor: .; ERAP1 HTS inh: -4.8; Casp6 inh: -0.5; CFTR F508del cor: 0.1; SIRT5 inh: -5.7; ERp5 block: -2.0; DENV2 CPE rescue: 4.4
Cc1ccccc1CO/N=C/c1[nH]ncc1Br
  miR-122 sensor: -1.1; ERAP1 HTS inh: .; Casp6 inh: -0.7; CFTR F508del cor: -0.7; SIRT5 inh: -8.7; ERp5 block: 4.4; DENV2 CPE rescue: ?

# (further entries)
SMILES,miR-122 sensor,ERAP1 HTS inh,Casp6 inh,CFTR F508del cor,SIRT5 inh,ERp5 block,DENV2 CPE rescue
COc1ccc(C=CC(=O)c2ccc([N+](=O)[O-])cc2)cc1,-4.5,-8.7,-0.3,-0.3,-2.2,-2.1,9.1
CC[C@]12c3[nH]c4cc(CCC(=O)N(C)C)ccc4c3CCN1C(=O)[C@@H](CC(=O)NC(C)(C)C)C[C@@H]2C(=O)N1CCN(C(=O)C2CC2)CC1,.,-9.2,-0.8,1.8,-2.2,-3.1,-10.8
CN(CC(=O)Nc1cccc(F)c1)C(=O)CCCN1C(=O)c2cccc3cccc(c23)C1=O,-5.5,12.6,-2.0,0.9,-3.2,3.4,-0.2
CO[C@H]1CN(C)C(=O)c2cc(NC(=O)c3cnccn3)ccc2OC[C@@H](C)N(C)C[C@H]1C,9.1[16.7 µM],1.0,-12.2,-3.6,1.0,1.6,2.8
Cc1nc(-c2ccc(NC(=O)c3ccccc3C)cc2)cs1,-3.4,-0.7,-2.2,0.2,2.5,4.5,4.4
COc1ccc(CC(=O)Nc2nc(-c3cc(OC)ccc3OC)cs2)cc1,-2.5,-0.6,-1.7,-5.0,8.8,-0.5,2.3
CCCCOCCCNC(=O)C1CCCCC1,-4.1,-0.9,-0.1,2.5,-0.9,-0.5,-4.6
COc1ccc(S(=O)(=O)N2CCOCC2)cc1NC(=O)C1CC1,-3.0,-0.6,1.8,-3.7,0.4,-5.1,-5.1
COc1cc(C(=O)Nc2cccc(C)n2)ccc1OCC(=O)N1CCOCC1,-1.3,-0.4,4.2,-1.9,-6.0,3.4,?
O=C(COC(=O)c1n[nH]c2ccccc12)NCCc1ccc(Cl)cc1,.,1.7,-6.0,4.2,-4.8,-0.6,2.0
CCNC(=O)Nc1ccc2c(c1)C(=O)N(C)[C@@H]1CC[C@H](CC(=O)NCCOC)O[C@H]1CO2,-25.0[16.7 µM],-3.6,.,-1.8,-6.8,8.0,-4.1
Cc1cc(NS(=O)(=O)c2ccc(NC(=O)CSc3nc4ncccc4[nH]3)cc2)nc(C)n1,-2.2,-1.9,-0.2,1.6,0.5,0.8,-0.7
COCCNC(=O)C[C@H]1CC[C@H]2[C@@H](COc3ccc(NC(=O)Nc4cccc(F)c4)cc3C(=O)N2C)O1,26.7[16.7 µM],0.1,0.3,1.5,-0.8,1.4,2.8
C[C@H]1CN([C@@H](C)CO)C(=O)Cc2cc(NS(=O)(=O)c3cccs3)ccc2O[C@@H]1CN(C)Cc1ccc(C(F)(F)F)cc1,2.2[16.7 µM],0.4,2.2,1.2,6.8,4.4,-6.1
CCCCNC(=O)c1onc(CSc2nc3ccccc3[nH]2)c1C(=O)NCCCC,-3.9,0.4,-0.2,-0.2,-1.0,-0.5,-11.9
C=CCOc1cccc(CNc2ccc3[nH]c(=O)[nH]c3c2)c1,-11.1,-0.4,1.7,1.4,-0.7,3.2,1.1
COc1ccc2c(Cl)c(C(=O)N/N=C3\CCCC(=O)C3)sc2c1,1.2,3.6,-1.0,-1.4,9.3,3.4,10.2
Cc1ccc(-n2nc3c(=O)n(C(C)C(=O)NCc4ccc5c(c4)OCO5)nc(C)c3c2C)cc1 (stereo not drawn),-8.6,0.5,6.9,1.5,-2.7,2.0,-3.8

# High-throughput results as filed in PubChem BioAssay.
